Screens: PubChem, several laboratories
Rpn11 inh: Rpn11 (PSMD14) deubiquitinase inhibitors, primary screen, biochemical, fluorescence polarization, uHTS; human 26S proteasome, Ub4-pepOG fluorescence polarization; 20S core pre-blocked with epoxomicin; calls only at 20 µM; actives 0.59% (n = 360,000);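 active means inhibition at 20 µM, scaled to each plate's controls, above about 33%, limit read from the data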
Scp-1 inhibitor: Scp-1 phosphatase inhibitors, primary screen, biochemical, colorimetric, uHTS; actives 0.88% (n = 340,000); Recombinant Scp1, phosphopeptide, malachite green phosphate absorbance; inhibition, % at 20 µM; Carboxy-terminal domain RNA polymerase II polypeptide A small phosphatase 1 (Homo …;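 active means inhibition above about 50% at 20 µM, limit read from the data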;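 further: plate controls were DMSO wells with enzyme for no effect and wells lacking enzyme for full effect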
Target sequence (Q9GZU7 76-261 limits assumed): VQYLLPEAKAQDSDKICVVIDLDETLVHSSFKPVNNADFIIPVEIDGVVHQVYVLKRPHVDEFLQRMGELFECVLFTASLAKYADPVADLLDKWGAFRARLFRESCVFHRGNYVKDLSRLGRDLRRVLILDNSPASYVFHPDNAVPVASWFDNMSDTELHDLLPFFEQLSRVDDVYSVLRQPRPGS
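Assay system: SCP-1 catalytic fragment, aa 76-261 | Buffer or medium: Tris acetate buffer pH 5.5 with MgCl2 and Tween-20 | Compound: One concentration, 20 µM, with 1.0% DMSO | Also added: Phospho 17-mer peptide substrate | Signal: Absorbance at 630 nm | Incubation: 45 min enzyme reaction at room temperature | Measure: % inhibition of SCP-1 phosphate liberation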
Tb MetRS inh: T. brucei MetRS inhibitors, primary screen, biochemical, luminescence; methionyl-tRNA synthetase (Trypanosoma brucei brucei); actives 0.4% (n = 360,000); inhibition, % at 11.9 µM; purified T. brucei MetRS, ATP depletion, Kinase-Glo luminescence;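 active means inhibition above a per-plate cutoff of the control wells' mean inhibition plus 3 SD, cut at about 5.5% in these data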;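 further: 0% = DMSO wells median and 100% = median of wells with control inhibitor compound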
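technique = Kinase-Glo luminescence, ATP depletion format | system = purified MetRS (methionyl-tRNA synthetase) enzyme from Trypanosoma brucei | timing = 15 min preincubation, 2 h reaction, all 25 °C | evaluation = percent inhibition versus plate control medians | dosing = single dose, 11.9 µM final nominal, 0.9% final DMSO | also added = substrates ATP, L-methionine and bulk Escherichia coli tRNA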
LMPTP block: LMPTP phosphatase inhibitors, primary screen, biochemical, fluorescence intensity, uHTS. recombinant LMPTP-A, OMFP fluorogenic substrate. inhibition, % at 20 µM. actives 0.22% (n = 360,000);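 active means compounds that cut the enzyme signal by at least half of the control window in the single-dose screen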;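 further: plate controls were DMSO wells with enzyme plus substrate for no effect and substrate without enzyme for full effect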
Target sequence (P24666 whole entry, looked up): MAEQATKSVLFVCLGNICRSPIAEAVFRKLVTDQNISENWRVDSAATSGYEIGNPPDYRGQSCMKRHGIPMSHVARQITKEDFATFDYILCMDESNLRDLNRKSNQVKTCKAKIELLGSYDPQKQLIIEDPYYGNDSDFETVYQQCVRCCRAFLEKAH
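Material: LMPTP-A; amount: 0.625 nM enzyme; doses: single 20 µM dose; times: reaction 50 min, room temperature, dark; technique: fluorescence intensity of OMFP turnover product; benchmarks: no-enzyme and uninhibited controls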
SUMO1-SIM PPI: modulators of SUMO1 protein-protein interactions, primary screen, biochemical, uHTS; Small ubiquitin-related modifier 1 (Homo sapiens), P63165; SUMO1 binding to a labelled peptide, TR-FRET, 1 h; inhibition, % at 20 µM; actives 0.33% (n = 360,000); AID 602429, 2012; in the data active means inhibition above about 37%
Target sequence (P63165 whole entry, looked up): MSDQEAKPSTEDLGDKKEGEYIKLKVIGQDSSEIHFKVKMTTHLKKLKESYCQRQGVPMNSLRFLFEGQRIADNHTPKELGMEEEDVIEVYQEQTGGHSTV
DNMT1 inh: human DNMT1 methyltransferase inhibitors, primary screen, biochemical, molecular beacon, fluorescence, HinP1I cleavage, uHTS; DNA (cytosine-5)-methyltransferase 1 (Homo sapiens), P26358; inhibition (reported as % activation of signal), % at 10 µM; actives 0.83% (n = 360,000); AID 588458, 2011; in the data active means inhibition above about 50%
NadD block: inhibitors of S. aureus NadD, primary screen, biochemical, colorimetric, uHTS. actives 0.78% (n = 360,000). purified NadD enzyme, colorimetric absorbance read-out. AID 602399, 2012. Nicotinate-nucleotide adenylyltransferase NadD (Staphylococcus aureus N315). inhibition, % at 20 µM; in the data active means inhibition above about 26%; further: some compounds past the cut are filed as inactive
CSN inh: inhibitors of CSN-mediated cullin deneddylation, primary screen, biochemical, fluorescence polarization, uHTS. inhibition, % at 12.5 µM. Purified CSN, SCF-Nedd8-OG deneddylation. COP9 signalosome complex subunit 5 (Homo sapiens), Q92905. actives 0.38% (n = 360,000);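 active means pattern-corrected inhibition above about 35%, with an unprinted fluorescence ratio check between 0.5 and 1.5, limit read from the data, passing the limit was not always enough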;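 further: 0% = enzyme with substrate and 100% = substrate without enzyme; some results filed as inactive read as strong as hits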
Target sequence (Q92905 whole entry, looked up, one chain of several): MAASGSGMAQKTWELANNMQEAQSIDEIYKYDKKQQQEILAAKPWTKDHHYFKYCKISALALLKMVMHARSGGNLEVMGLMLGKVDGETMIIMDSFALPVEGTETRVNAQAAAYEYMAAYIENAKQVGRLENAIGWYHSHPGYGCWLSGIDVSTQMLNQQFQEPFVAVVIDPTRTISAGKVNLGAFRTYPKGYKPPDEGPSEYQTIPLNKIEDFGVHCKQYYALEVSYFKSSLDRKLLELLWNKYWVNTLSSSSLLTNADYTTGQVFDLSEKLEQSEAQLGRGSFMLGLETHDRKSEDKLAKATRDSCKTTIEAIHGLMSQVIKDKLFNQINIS
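Assay system: purified human Csn5 enzyme expressed in HEK293T cells; measure: % inhibition; also added: SCFSkp2-Nedd8OG substrate at 10 nM final; technique: fluorescence polarization; times: reaction 90 min, room temperature; medium: Tris buffer pH 7.5, NaCl, DTT, Tween-20, trehalose, ovalbumin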
STEP block: STEP phosphatase inhibitors, primary screen, biochemical, fluorescence intensity, uHTS; Tyrosine-protein phosphatase non-receptor type 5 (Homo sapiens), P54829; recombinant STEP, OMFP fluorogenic substrate; inhibition, % at 20 µM; actives 0.25% (n = 360,000);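 active means inhibition at 20 µM, scaled per plate between control wells, above about 37%, limit read from the data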;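 further: 0% = DMSO with enzyme and substrate and 100% = substrate only without enzyme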
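System: isolated STEP enzyme; schedule: 20 min enzyme reaction at room temperature, protected from light; medium: Bis-Tris buffer pH 6.0, 2.5 mM DTT, 0.005% Tween 20; signal: fluorescence, 480/540 nm; dosing: single compound dose of 20 µM, 1% DMSO final; also added: OMFP substrate, 25 µM final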
MsrA inh: bovine MsrA enzyme inhibitors, primary screen, biochemical, absorbance, HTS | inhibition, % at 15.5 µM | actives 0.75% (n = 360,000) | AID 651718, 2012 | Methionine sulfoxide reductase A (Bos taurus) | purified bovine MsrA, absorbance read-out; in the data active means inhibition above about 4.5%;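 further: 0% = vehicle wells with enzyme and 100% = reference inhibitor wells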
Starred values were filed as active, the others as inactive; i = inactive; / = not tested or not shown.

SMILES	Rpn11 inh	Scp-1 inhibitor	Tb MetRS inh	LMPTP block	SUMO1-SIM PPI	DNMT1 inh	NadD block	CSN inh	STEP block	MsrA inh
CCCCNC(=O)/C=C1\Sc2ccccc2NC1=O	i	-7	-0.3	-0.9	-12	3	-1	-3	-2	0.8
O=[N+]([O-])c1ccc(O)c(/C=N/n2cnnc2)c1	i	-2	-0.3	-0.7	-16	6	2	5	-1	3.6
CC(C)Nc1nc(Oc2ccc(Cl)cc2)cc(C(F)(F)F)n1	i	3	-1.2	2.2	-1	-2	6	-8	2	-0.3
O=C(c1ccccc1Cl)N1CCN(S(=O)(=O)N2CCCCC2)CC1	i	-2	-0.2	-0.6	0	5	-1	-3	7	-0.9
CNC(=O)Nc1ccccc1NC(=O)NC	i	2	-1.2	-0.1	-2	1	3	0	1	1.0
COc1ccc(C(=O)NCC2OCCc3ccccc32)cc1OC (stereo not drawn)	i	2	-0.5	0.4	0	6	-7	0	-2	-0.6
CCn1c(SCC(=O)NNC(=O)c2ccc(C)cc2)nnc1-c1ccncc1	i	-2	-0.8	-0.8	5	3	3	-1	-3	0.8
O=S(=O)(NCCc1ccccc1)c1ccc(Br)s1	i	-2	-0.5	0.7	-1	0	-8	-5	-4	3.0
Cc1ccc(S(=O)(=O)N2C[C@H]3[C@H]4C(=O)N(c5ccccc5)C(=O)[C@H]4C[C@H](OC(=O)NC4CCCC4)[C@@]3(O)C2)cc1	i	/	-0.7	0.1	-1	-1	-4	2	0	-0.3
CC(=O)C1CCC2C3CCC4CC(=O)CCC4(C)C3C(O)CC12C (stereo not drawn)	i	4	-0.3	2.6	-5	-1	1	-1	-3	1.3
COCCOC(=O)c1[nH]c2c(c1C)C(=O)CC(c1ccc(F)cc1)C2 (stereo not drawn)	i	-7	0.4	-0.4	1	0	-5	-1	0	1.8
CC1=C(C(=O)N2CCOCC2)CC(CC(=O)NC2CCCC2)C(=O)N1Cc1ccc(C(C)(C)C)cc1 (stereo not drawn)	i	/	0.8	-1.6	0	1	0	-1	0	0.0
Cc1ccc(CN2CC(C(=O)N3CCN(c4ccccc4Cl)CC3)CC2=O)cc1 (stereo not drawn)	i	-4	-0.3	0.2	1	5	1	-2	-3	0.1
O=C(Cn1cnc2cc([N+](=O)[O-])ccc2c1=O)Nc1cccc(S(=O)(=O)N2CCCCC2)c1	i	-5	-0.1	1.1	-30	-10	25	-3	0	0.5
Cc1ccc(Cn2nc(C)c(C(=O)NCC(c3cccs3)N3CCOCC3)c2Cl)cc1 (stereo not drawn)	i	-6	-0.1	-7.6	-27	1	3	4	0	-0.6
CC(C)C[C@@H](CN1CCC[C@H]1CN1C(=O)C(=O)NC[C@@H]1Cc1ccccc1)N1C[C@H](Cc2ccc(O)cc2)N(CC2CCCCCC2)C(=O)C1=O	/	/	-1.4	5.8	10	/	41*	1	/	-0.3
COC(=O)c1[nH]c2ccccc2c1Sc1ccccc1	i	-17	-0.5	3.4	-2	0	-10	-4	-1	-1.1
Cc1cccc(N2CCN(Cc3oc(CO)cc(=O)c3O)CC2)c1C	i	-9	0.1	1.4	4	0	-1	7	1	-1.1
CC1C/C(=N/N=C2/NC(=O)CS2)CC(C)(C)C1 (stereo not drawn)	i	-1	-0.5	-0.4	-2	-2	5	2	3	0.8
COc1ccc(CNC(=O)COC(=O)c2cc(S(=O)(=O)N3CCOCC3)ccc2O)cc1OC	i	-5	0.0	-1.1	6	4	3	2	5	-0.8
CN1C(=S)SC(/[N+]([O-])=C/c2ccc(Cl)cc2)C1(C)C (stereo not drawn)	i	-6	-0.9	1.3	-7	0	0	0	-5	-1.2
CCOc1cc(/C=C/C(=O)c2ccc3c(c2)OCCO3)ccc1OCC(=O)N(C)C	i	-1	-0.7	-0.7	-11	-1	0	5	1	2.8
COC(=O)c1sc(C(F)(F)F)c(-c2ccccc2)c1S(=O)(=O)NC(C)(C)C	i	1	-0.8	0.8	1	3	-4	2	1	0.1
CC(OC(=O)Cn1cnc2c1c(=O)n(C)c(=O)n2C)C(=O)N(C)c1ccccc1 (stereo not drawn)	i	-5	-0.2	-1.1	2	1	0	-6	2	-0.4
CC12CCC(=O)N1C(C(=O)OCC(=O)Nc1cccc(S(=O)(=O)N3CCCCCC3)c1)CS2 (stereo not drawn)	i	-9	-0.7	-1.9	1	1	1	-1	0	-0.9
COc1ccc(/C=N/N=C2/NC(=O)C(CC(=O)NC(C)C)S2)cc1 (stereo not drawn)	i	-3	-0.5	-1.7	-6	1	-1	1	1	1.3
COCCn1c(SCC(=O)Nc2sc(C)c(C)c2C#N)nnc1-c1ccc(OC)cc1	i	-9	0.1	-0.7	0	2	-7	-2	-3	-0.2
CCCCC(=O)N1C(C)CCC1C (stereo not drawn)	i	/	-0.1	-1.3	-3	3	-1	7	0	0.7
COc1ccccc1NC(=O)C1=C(C)Nc2nc(-c3cccs3)nn2C1c1cccnc1 (stereo not drawn)	i	-12	-0.8	0.1	-1	-2	3	-4	0	1.1
COc1cccc(-c2cc(C(F)(F)F)c(C#N)c(=O)[nH]2)c1	i	-7	-0.4	0.1	29	-3	-5	2	-4	1.4
CC1=C(C(N)=O)C(c2ccccc2[N+](=O)[O-])n2ncnc2N1 (stereo not drawn)	i	-4	-1.9	1.4	-8	-1	-3	4	-2	1.5
CN(CC(=O)Nc1cccc(F)c1)C(=O)CNS(=O)(=O)c1ccc(N(C)C)c([N+](=O)[O-])c1	i	-1	-0.1	1.0	-19	-1	-1	-2	0	0.3
CCCC(=O)OCC(=O)Nc1ccc(OC(F)F)cc1	i	0	-1.1	-0.5	2	5	3	0	-2	-0.7
COCCOc1ccc(C(F)(F)F)cc1NC(=O)COC(=O)c1c(C)noc1C	i	-12	-0.4	-0.1	-4	-3	-9	4	-1	0.0
Cc1ccc(-c2nc(C#N)c(NCc3cccc4c3OCO4)o2)cc1	i	-12	-0.1	1.6	-1	-5	-10	-3	2	3.0
COc1ccc(C(=O)c2c[nH]c3ccccc23)cc1	i	-10	0.0	-0.7	-1	-3	-6	-4	6	4.4
O=C(N/N=C/c1ccncc1)c1ccc(OCc2ccccc2)cc1	i	2	-0.7	-0.3	8	-4	-2	2	-1	0.5
Nc1cc(N)cc(C(=O)OCC(=O)Nc2cc(S(=O)(=O)N3CCCCC3)ccc2Cl)c1	i	-1	-0.7	0.2	9	-9	31*	-6	3	-0.4
COCCCNC(=O)CSc1ccc(Cl)cc1	i	-5	-1.4	-1.8	-5	4	0	-1	0	-0.5
COc1ccccc1C(CC(=O)N1CCCC1)c1ccc2c(c1)OCO2 (stereo not drawn)	i	-3	0.6	1.3	1	0	-2	1	-2	0.5
Cc1ccc(Cn2nnnc2CN2CCC(NC(=O)C(C)(C)C)CC2)cc1	i	6	-1.2	0.3	-3	2	-4	-6	0	0.1
CC(=O)c1cc(OC(=O)N2CCOCC2)ccc1OC(=O)N1CCOCC1	i	-5	-0.6	-0.8	-3	3	2	0	-4	1.1
O=C(NC(=S)Nc1ccc(F)c(Cl)c1)C1CC1	i	-10	-0.4	1.0	-1	4	-9	1	-1	0.9
CCCCN1C(=O)C(O)(c2ccccc2)c2cc(Br)ccc21 (stereo not drawn)	i	-10	-0.9	0.6	7	5	-7	-3	-2	0.5
CCc1nc2c(OCc3ccc(Cl)cc3)cccn2c1N(C)C(=O)c1ccc(C)cc1	i	/	-0.2	4.2	19	-7	13	-2	2	3.0
Cc1ccc(NS(=O)(=O)c2ccc(CCC(=O)NCCO)cc2)cc1	i	6	-1.1	-0.8	0	-1	-3	-3	-14	-1.4
COc1ccc(/C=C\C(=O)CC(O)(c2ccccc2)C(F)(F)F)cc1 (stereo not drawn)	i	-12	0.2	1.4	-5	1	-7	8	-2	1.6
CC1CN(c2nc3c(c(=O)[nH]c(=O)n3C)n2Cc2ccccc2F)CC(C)O1 (stereo not drawn)	i	-1	-1.0	-2.8	-2	0	-3	3	0	-0.3
Cc1ccc(C)c(NC(=O)CSc2sc3c(O)cc(=O)[nH]c3c2C#N)c1	i	60*	-0.2	7.9	9	15	-4	9	6	1.9
O=C(NCC(=O)N(c1ccccc1F)C(C(=O)NCC1CCCO1)c1ccccc1)c1ccco1 (stereo not drawn)	i	-10	0.1	-2.0	1	1	2	2	-3	0.2

Structural class: the compounds so far with an aryl thioether with sulfur outside any ring (5)
SMILES	Rpn11 inh	Scp-1 inhibitor	Tb MetRS inh	LMPTP block	SUMO1-SIM PPI	DNMT1 inh	NadD block	CSN inh	STEP block	MsrA inh
CCn1c(SCC(=O)NNC(=O)c2ccc(C)cc2)nnc1-c1ccncc1	i	-2	-0.8	-0.8	5	3	3	-1	-3	0.8
COC(=O)c1[nH]c2ccccc2c1Sc1ccccc1	i	-17	-0.5	3.4	-2	0	-10	-4	-1	-1.1
COCCn1c(SCC(=O)Nc2sc(C)c(C)c2C#N)nnc1-c1ccc(OC)cc1	i	-9	0.1	-0.7	0	2	-7	-2	-3	-0.2
COCCCNC(=O)CSc1ccc(Cl)cc1	i	-5	-1.4	-1.8	-5	4	0	-1	0	-0.5
Cc1ccc(C)c(NC(=O)CSc2sc3c(O)cc(=O)[nH]c3c2C#N)c1	i	60*	-0.2	7.9	9	15	-4	9	6	1.9
